Screens (PubChem BioAssay)
HTT cytoprotect – qHTS Multiplex Assay to Identify Dual Action Probes in a Cell Model of Huntington: Cytoprotection (ATP); Potency, µM (series often up to 56.4 µM), without a hit: cytoprotection (ATP increase), hits mostly activators; PC12 HTT-Q103 induced, cytoprotection, ATP luminescence, 40 h; actives 0.14% (n = 230,000); AID 1471, 2008;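 further: potency means the concentration at half of the fitted maximal effect; % of control where 0% means no effect; nearly all actives have a fitted effect of over 45% in size; toxic huntingtin expression switched on by the ecdysone agonist tebufenozide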
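Cells were plated at 1500 per well in phenol red-free DMEM with 5% equine and 5% calf serum. Tebufenozide (100 nM final) and compounds were added, then ATPlite reagent, and luminescence was read.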
Lamin A splicing – qHTS Assay for Modulators of Lamin A Splicing | HeLa LMNA splicing GFP/RFP minigene ratio, 48 h | Potency, µM (doses to about 46.1 µM), without a hit: at the top dose ratio change, negative = inhibition, hits mostly inhibitors | actives 0.01% (n = 200,000) | AID 1487, 2009; active means well fitted inhibition curve with a large enough effect in the signal ratio, with a control signal flat, not every such curve was filed as active; inconclusive means small, poorly fitted or top-dose-only effect, or effect the other way, or a change in a side signal; the % refers to the signal ratio; further: potency means the concentration at half of the fitted maximal effect; on the % scale 0 is the no-effect control and ±100 the full control effect
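S3 HeLa cells stably expressing lamin A-EGFP splicing minigene plus DsRed2, 600 cells/well, 48 h compound exposure at 37C. Laser-scanning cytometry; analysed as GFP (500-530 nm)/RFP (575-640 nm) total intensity ratio; 0.5% DMSO vehicle.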
KinaseGlo FLuc – Counterscreen for Luciferase (Kinase-Glo TM) Inhibition | Luciferin 4-monooxygenase (Photuris pensylvanica), Q27757 | Kinase-Glo luciferase, ATP luminescence, 8 min | Potency, µM (highest dose often 38.3 µM), inactives show at the highest dose activity change, negative = inhibition, actives largely listed as inhibitors | actives 0.28% (n = 200,000); further: potency means the concentration at half of the fitted maximal effect; on the % scale 0 is the no-effect control and ±100 the full control effect; nearly all actives have a fitted effect of over 60% in size
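Inhibition of Kinase-Glo luciferase light generation was assessed at 10 uM ATP in pH 7.2 imidazole buffer, with luminescence measured after eight minutes at ambient temperature.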
SMN2 splice up – qHTS Assay for Enhancers of SMN2 Splice Variant Expression. actives 2.8% (n = 210,000). Potency, µM (doses to about 46.1 µM), without a hit: at the top dose activity change, positive = activation, most hits filed as activators. HEK293 SMN2-luciferase splicing reporter, luminescence, 30-36 h; further: potency means the concentration at half of the fitted maximal effect; % of control where 0% means no effect; nearly all actives have a fitted effect of over 55% in size
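HEK293 cells carry an SMN2 minigene-luciferase reporter in which exon 7 inclusion puts luciferase in frame. Cells were seeded at 2000 cells/well, attached for 10-12 hours, then exposed to compounds for 30-36 hours at 37C before ONE-Glo luminescence.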
CBFb RUNX1 block – qHTS Assay for Compounds Blocking the Interaction Between CBF-beta and RUNX1 for the Treatment of Acute Myeloid Leukemia; Runt-related transcription factor 1 (Homo sapiens) + Core-binding factor subunit beta …; AlphaScreen CBFb-His/RUNX1-biotin binding, biochemical; Potency, µM (highest dose often 59.8 µM), inactives show at the top dose activity, negative = inhibition, usual class: inhibitors; 230,000 tested, under 10 active; further: % of control where 0% means no effect
Target sequence (Q01196 whole entry, looked up): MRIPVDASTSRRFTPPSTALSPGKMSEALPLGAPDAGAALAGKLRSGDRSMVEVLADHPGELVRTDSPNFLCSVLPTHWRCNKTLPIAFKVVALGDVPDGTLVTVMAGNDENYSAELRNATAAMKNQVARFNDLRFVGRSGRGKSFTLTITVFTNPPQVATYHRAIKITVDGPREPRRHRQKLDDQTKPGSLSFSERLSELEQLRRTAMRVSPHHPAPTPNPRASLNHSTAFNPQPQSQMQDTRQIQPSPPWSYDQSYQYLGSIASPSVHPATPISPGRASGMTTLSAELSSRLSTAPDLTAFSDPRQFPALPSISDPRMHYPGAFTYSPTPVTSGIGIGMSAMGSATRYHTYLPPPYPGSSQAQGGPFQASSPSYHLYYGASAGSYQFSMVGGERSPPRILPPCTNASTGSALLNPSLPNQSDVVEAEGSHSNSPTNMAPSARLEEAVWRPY
Target sequence (Q13951 whole entry, looked up): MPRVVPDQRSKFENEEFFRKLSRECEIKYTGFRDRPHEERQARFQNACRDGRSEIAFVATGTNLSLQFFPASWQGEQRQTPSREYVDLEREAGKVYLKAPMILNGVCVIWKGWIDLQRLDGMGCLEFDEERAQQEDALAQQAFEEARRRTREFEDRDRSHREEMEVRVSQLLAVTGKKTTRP
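CBF-beta (His) and RUNX1 (biotin), 30 nM each; 20 min preassociation; + compound, 15 min; + beads 50 ng each (Ni, streptavidin), 90 min; RT; AlphaScreen read.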
IMPase Li cell – qHTS Assay for Identifying the Cell-Membrane Permeable IMPase Inhibitors: Potentiation with Lithium; AID 1457, 2008; Potency, µM (top dose mostly 59.4 µM), inactives show top-dose activity, negative = IMPase inhibition, hits mostly inhibitors; actives 0.35% (n = 210,000); CHO-M1 cells, IP1 TR-FRET (IP-One), carbachol + lithium;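 further: IP1 builds up when IMPase is blocked and the TR-FRET signal falls; potency means the concentration at half of the fitted maximal effect; plate controls were basal vehicle for no effect and high inhibitor control for full effect; nearly all actives have a fitted effect of over 50% in size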
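Steps: plate 2000 CHO-M1 cells per well and culture 16–30 h; add compound and lithium; incubate 30 min, 37C; add d2-IP1 tracer and Eu cryptate anti-IP1 antibody in lysis buffer; read after 10 min at room temperature.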
HttQ103 aggreg – qHTS Multiplex Assay to Identify Dual Action Probes in a Cell Model of Huntington: Aggregate Formation (GFP); actives 1.1% (n = 220,000); PC12 HttQ103-GFP aggregates, Acumen cytometry, 40 h; Potency, µM (series often up to 46.1 µM), inactives show at the top dose activity change, negative = inhibition, actives largely listed as inhibitors; further: potency means the concentration at half of the fitted maximal effect; on the % scale 0 is the no-effect control and ±100 the full control effect; nearly all actives have a fitted effect of over 60% in size
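Quantitative HTS on tebufenozide-induced (100 nM) PC12 cells stably expressing polyQ103 Huntingtin exon 1–GFP. Reduction of bright GFP aggregates, detected by laser scanning cytometry after lysis, identified actives across the titration.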
Numbers without * were called inactive; ? = inconclusive; nt = not tested or not shown; & = joins results of further samples; [ ] = dose if it differs, or a comment. Unless noted, the call rests on the fitted dose curve; in most records, active means well fitted curve in the direction sought with a large enough effect; inconclusive means small, poorly fitted or top-dose-only effect, or another doubt; inactive means no such curve, though single readings can be large; an effect the other way counts as inactive or inconclusive.

SMILES | HTT cytoprotect | Lamin A splicing | KinaseGlo FLuc | SMN2 splice up | CBFb RUNX1 block | IMPase Li cell | HttQ103 aggreg
Nc1nc(SCC(=O)N2CCCc3ccccc32)n(-c2ccccc2)n1 | -5% | 0% | -1% | -7% | -1% | -5%[38.3 µM] | 4%
CCOc1ncccc1C(=O)OCC(=O)Nc1cc(S(=O)(=O)N2CCOCC2)ccc1C | nt | ? | 1% | 1% | -3% | -3% | -3%
CC(C)(C)OC(=O)NCCCC[C@H](NC(=O)c1nc[nH]c1C(=O)N1CCN(c2ccccc2)CC1)C(=O)OC(C)(C)C | 2%[10 µM] | nt | nt | nt | 10% | nt | 20%[9.22 µM]
O=C1CCc2c(ccc3ccccc23)O1 | -19%&-10% | nt | 3% | 3% | 22% | -8%&5% | nt
COc1ccc(/C=N\Nc2ccc([N+](=O)[O-])cc2)c(C(=O)O)c1OC | 1%[10 µM] | nt | nt | nt | -4% | nt | 25%[9.22 µM]
CC(C)Nc1cc(C(F)(F)F)nc(-c2ccccn2)n1 | 29% | 0% | -1% | 13% | -9% | -6%[38.3 µM] | 8%
CCC(CC)C(=O)N=C1SC2CS(=O)(=O)CC2N1CCc1ccc(OC)cc1 (stereo not given) | -6% | -3% | -4% | 15% | 8% | 27%[38.3 µM] | -4%
CSc1ccc(/C=C/C(=O)N2CCCN(C)CC2)cc1 | -43%[inhibitor] | 5%[46 µM] | 0% | -6% | -4% | -11% | -5%
COc1ccc(C2C(C#N)=C(N)Oc3cc(C)n(Cc4ccncc4)c(=O)c32)cc1 (stereo not given) | -23%[0.074 µM] | 3% | 2% | -19% | 1% | -2%[38.3 µM] | 10%
COc1ccc(NC(=O)[C@@H](NC(N)=O)C(C)C)cc1Cl | -32%[inhibitor] | ? | 0% | 4% | 13% | -4% | 4%
CC12CC(NC(=O)N1CCc1ccccc1)c1cc(Cl)ccc1O2 (stereo not given) | 32%[10 µM] | ? | -2% | -53%[inhibitor] | 10% | 19% | ?
CCNc1nc(-c2cc(C)n(Cc3ccco3)c2C)cs1 | 19% | nt | -6% | 27% | -6% | 5% | 9%
O=C(c1ccccc1)N(Cc1ccccc1)c1ccccn1 | -9% | 23% | -7% | -30% | 0% | -5%[38.3 µM] | 7%
O=C(Nc1ccccc1F)c1ccc(-n2cncn2)nc1 | -4% | 4% | nt | nt | 7% | nt | ?
O=C(Nc1ccc(Oc2ccccc2)cc1)C1CCN(c2ncccn2)CC1 | -6%[10 µM] | 17% | 4% | -21% | 1% | ? | ?
C/C(=N\NC(N)=S)c1cccnc1 | 12%[10 µM] | nt | nt | nt | 4% | nt | 0%[9.22 µM]
CC1=C(Sc2ccccn2)C(=O)NC(C)(C)C1 | -3% | 4% | -4% | nt | 9% | 30%[38.3 µM] | -7%
Cc1cc(C)c2c(n1)nn1c(C)c(CCC(=O)NCc3ccco3)c(C)nc21 | -11%[10 µM] | ? | 0% | -2% | -5% | 6% | 2%
Cc1ccc(NC2=CC(=O)CC(c3ccco3)C2)c(N)c1 (stereo not given) | -12% | 10% | 3% | -7% | 0% | 5%[38.3 µM] | 14%
Cc1ccn(CC(=O)N2N=C(C(F)F)CC2(O)C(F)F)n1 (stereo not given) | nt | -2% | 0% | 9% | 7% | -2% | -2%
O=C(c1ccc(S(=O)(=O)c2ccccc2Cl)c([N+](=O)[O-])c1)N1CCCCCC1 | 2%[10 µM] | ? | 5% | nt | -8% | 9% | ?
O=C(Nc1ccc(S(=O)(=O)NCc2ccccc2)cc1)Nc1ccc2c(c1)OCO2 | -13% | 0% | 0% | ? | 3% | 19%[38.3 µM] | -8%
Cc1ccccc1S(=O)(=O)c1c(C)cc(C)n(C)c1=O | -12%[10 µM] | 13%[46 µM] | 5% | 10% | 3% | -2% | 0%
CC1=C(C(=O)OC(C)C)C(c2cccs2)NC(=O)N1 (stereo not given) | 5% | 20%[46 µM] | 0% | 6% | -4% | 2% | 11%

In the list so far, three contain a furan ring, fused or not:
SMILES | HTT cytoprotect | Lamin A splicing | KinaseGlo FLuc | SMN2 splice up | CBFb RUNX1 block | IMPase Li cell | HttQ103 aggreg
CCNc1nc(-c2cc(C)n(Cc3ccco3)c2C)cs1 | 19% | nt | -6% | 27% | -6% | 5% | 9%
Cc1cc(C)c2c(n1)nn1c(C)c(CCC(=O)NCc3ccco3)c(C)nc21 | -11%[10 µM] | ? | 0% | -2% | -5% | 6% | 2%
Cc1ccc(NC2=CC(=O)CC(c3ccco3)C2)c(N)c1 (stereo not given) | -12% | 10% | 3% | -7% | 0% | 5%[38.3 µM] | 14%

Further compounds follow.
SMILES | HTT cytoprotect | Lamin A splicing | KinaseGlo FLuc | SMN2 splice up | CBFb RUNX1 block | IMPase Li cell | HttQ103 aggreg
CCn1c(N)c(C(=O)N2CCOCC2)sc1=S | -21% | ? | nt | nt | 5% | nt | -8%
CCOc1ccc(NC(=S)NCCCc2ccccc2)cc1 | -13%[10 µM] | ? | 1% | nt | -8% | 7% | -14%[9.22 µM]
O=C(c1ccccc1)N1CCN(c2ccc([N+](=O)[O-])c(NCc3ccco3)c2)CC1 | -15% | 7%[0.0737 µM] | 0% | -5% | ? | 0%[38.3 µM] | 2%
COc1ccc(OC)c(/C=N\NC(=O)CC(=O)NCCc2ccccc2)c1 | -28% | nt | 0% | 1% | 14% | 6% | -22%
O=C(NCCCN=C1NS(=O)(=O)c2ccccc21)c1ccco1 | -2%[10 µM] | -11% | 2% | 14% | -2% | 10% | 7%
Cc1cc(C)nc(/N=C2\NC(=O)CC3C(=O)NCCN23)n1 (stereo not given) | -3%[10 µM] | -12% | 0% | -6% | 4% | -1% | -21%
Cc1ccc(C(=O)NNc2cc(=O)n(C)c(=O)n2C)cc1C | 14%[10 µM] | -8% | -3% | 5% | -1% | -9% | 7%
[O-][n+]1onc2c1C(N1CCOCC1)CCC2N1CCOCC1 (stereo not given) | 16% | 3% | -7% | 25% | 4% | 11%[38.3 µM] | 5%
Nc1cccc2c1C(=O)N(C(=O)/C=C/c1cccc(F)c1)C2=O | -27% | nt | -5% | 15% | 5% | 10% | -16%
COc1ccc(C(=O)NC(=S)Nc2ccc(Cl)cn2)cc1OC | 16%[10 µM] | nt | 4% | -1% | 0% | -1% | 22%[9.22 µM]
Cc1cc(C(=O)N2CCN(Cc3ccccc3)CC2)on1 | -43%[inhibitor] | -5% | 15% | -7% | 0% | 3%[38.3 µM] | -11%
C/C(N)=C(/C#N)C(=O)CSc1nnc(-c2ccccc2Br)o1 | -15% | 3% | -5% | 2.8µM* | 3% | 0%[38.3 µM] | 11%
COc1cccc([C@@H]2Oc3ccc(Br)cc3C(=O)[C@H]2OC(=O)NCc2ccc3c(c2)OCO3)c1 | -21% | nt | 1% | -3% | -4% | 10% | nt
COCC(=O)N(Cc1nc2ccccc2c(=O)[nH]1)Cc1cccs1 | -13%[10 µM] | 4% | 5% | 8% | 7% | -1% | -1%
NC(=O)NC(Cc1ccccc1)C(=O)Nc1ccc(S(N)(=O)=O)cc1 (stereo not given) | -2% | -2% | -5% | ? | 4% | 29%[38.3 µM] | 7%
Cc1ccc(NC(=O)C2CCN(S(=O)(=O)c3c(C)noc3C)CC2)cc1C | -26% | ? | 2% | -52%&-17%[inhibitor] | 8% | 5% | 8%
COc1cccc(-n2c(-c3cccc(S(=O)(=O)N(C)C)c3)n[nH]c2=S)c1 | -25% | -5%[46 µM] | 4% | 12% | 5% | -14% | 20%
COC(=O)c1ccc(CNC(=O)COC(=O)Cc2ccsc2)cc1 | -21% | ? | 2% | -7% | 4% | -5% | 13%[9.22 µM]
O=C(Cc1ccc(Cl)cc1)NCc1nc(-c2ccccc2)no1 | -30% | 13%[46 µM] | 3% | ? | 10% | 16% | -6%
CCC(Oc1ccccc1)C(=O)NCc1ccc(S(N)(=O)=O)cc1 (stereo not given) | nt | 12% | -3% | 3% | 4% | 7% | -4%
OCCC1CN(Cc2cnc(-c3ccccc3)s2)CCN1C1CCCCC1 (stereo not given) | 10%[10 µM] | 13%[46 µM] | -3% | nt | -4% | 22% | -2%[9.22 µM]
COc1ccc2nc(NC(=O)CCNC(=O)c3ccccc3Cl)sc2c1 | 29%[10 µM] | -4%[46 µM] | -1% | 16µM* | 5% | 1% | -9%
CN(C)S(=O)(=O)c1ccc(N2CCCC2)c(C(=O)Nc2nc(-c3ccc(F)cc3)cs2)c1 | 0%[10 µM] | -8% | 5% | -1% | 1% | 2% | -12%
O=C(COC(=O)c1c2c(nc3ccccc13)CCN(Cc1ccccc1)C2)Nc1c(F)cccc1F | -5%[10 µM] | ? | 2% | -23% | -21% | 13% | 4%
CC1CN(c2nnc(NC(=O)c3ccccc3)s2)CC(C)O1 (stereo not given) | -49%[inhibitor] | -9%[46 µM] | -4% | 23% | 10% | 7% | 8%
COc1ccccc1N1CCN(CC(O)COc2ccc(S(=O)(=O)N3CCOCC3)cc2)CC1 (stereo not given) | 7%[10 µM] | ? | 0% | -29% | 1% | 4%[38.3 µM] | ?
COC(=O)Cc1ccc(NC(=O)c2cccs2)cc1 | -18% | 1% | -19% | 11µM* | 5% | 26%[38.3 µM] | -3%
CCN(CC)c1nc2ccccc2nc1C(C#N)C(=O)NCCc1ccccc1 (stereo not given) | 6%[10 µM] | 3% | 3% | -17% | 28% | 4%[38.3 µM] | -5%
O=C(COc1ccc(F)cc1)c1c(O)cc(O)cc1O | -19%[10 µM] | nt | nt | nt | 4% | nt | -7%[9.22 µM]
Cc1cc(=O)oc2cc(OC(=O)c3ccccc3)ccc12 | 2% | -13%[46 µM] | -5% | 8% | 29% | -13% | 5%
O=C(CCl)Nc1ccccc1Sc1ccc(Cl)cc1 | -3% | ? | -1% | 3% | 19% | 17%[38.3 µM] | -9%
O=[N+]([O-])c1cccc(-c2ccc(C(=S)N3CCOCC3)o2)c1 | -8%[10 µM] | nt | -1% | 11µM* | 3% | 2% | -2%[9.22 µM]
CCOC(=O)c1c(-c2ccc(C)cc2)csc1NC(=O)C1CCCO1 (stereo not given) | 9%[0.074 µM] | ? | 5% | -34%[inhibitor] | 22% | 27% | -17%
